Bioassay records from PubChem BioAssay.
Yfh1-off respiration: mitochondrial function rescue without frataxin homolog – Friedreich's ataxia, plus single-dose screen, dose response (AID 1465) | S. cerevisiae Yfh1-off respiration, WST-1 reduction, 72 h; higher fold induction means a stronger effect | one-dose fold induction at 50 µM; EC50 in µM for titrated hits | 0.074% of 220,000 active;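 active = fold induction of absorbance versus untreated yeast above a set limit, then at least 30% activation at any dose in follow-up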;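 also: activators that raise dye reduction in frataxin-depleted yeast; strong numbers were not always called active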
NTR1 agonist: NTR1-driven beta-arrestin-GFP spot formation – imaging, U2OS cells, high content, primary screen (AID 493036) | activation, % at 20 µM | 0.17% of 330,000 active | agonist mode;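 active = activation at or above 40% of the spot to cytoplasm intensity ratio, with at least 20 cells analyzed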;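 also: 0% = DMSO without peptide and 100% = 100 nM NTR1 peptide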
Target sequence (P30989 whole entry, looked up): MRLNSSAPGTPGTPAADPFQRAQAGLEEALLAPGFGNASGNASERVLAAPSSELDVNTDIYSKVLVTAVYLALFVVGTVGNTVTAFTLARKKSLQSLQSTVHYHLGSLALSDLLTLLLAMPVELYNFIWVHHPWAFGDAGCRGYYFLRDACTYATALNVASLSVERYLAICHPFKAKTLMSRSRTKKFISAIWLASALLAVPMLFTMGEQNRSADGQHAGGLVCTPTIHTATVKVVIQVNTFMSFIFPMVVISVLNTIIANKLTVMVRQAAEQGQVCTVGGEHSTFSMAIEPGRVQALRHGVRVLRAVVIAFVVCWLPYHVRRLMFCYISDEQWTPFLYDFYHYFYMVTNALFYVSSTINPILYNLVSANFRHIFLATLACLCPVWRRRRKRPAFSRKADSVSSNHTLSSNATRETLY
SV40 large T antigen: SV40 large T antigen inhibitors, biochemical (AID 1903) | SV40 large T antigen ATPase/helicase inhibition assay; higher % means a stronger effect | one-dose inhibition, % at 20 µM; IC50 in µM for titrated hits | 0.39% of 310,000 active; in the data active = a potency from the dose series; also: strong numbers were not always called active
MgcRacGAP inhibition: MgcRacGAP GTPase-activating activity inhibitors, confirmation, biochemical, ADP Hunter fluorescence; MgcRacGAP-stimulated Rac1 GTP hydrolysis, ADP Hunter fluorescence; higher % means a stronger effect; GST-tagged Rac1 F28L mutant substrate; inhibition, % at 30 µM, or IC50 in µM where a hit was titrated; 0.6% of 340,000 active;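 active = first-screen hits whose inhibition reached a set limit at any dose in the follow-up dose series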;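 also: fluorescence reports GDP produced by GAP-driven GTP hydrolysis; strong numbers were not always called active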
AID2073: disruptors of CaV2.2 binding to Mint1 – biochemical, HTRF (AID 2073) | HTRF protein-protein interaction, Mint1-CaV2.2; higher % means a stronger effect | inhibition, % at 20 µM, or IC50 in µM where a hit was titrated | 0.19% of 290,000 active; in the data active = inhibition mostly above about 51%, no sharp cut-off; also: some results filed as inactive read as strong as hits
GPR55 LPI antagonism: GPR55 antagonists blocking LPI-driven arrestin recruitment, primary screen, imaging, U2OS, beta-arrestin-GFP, LPI agonist (AID 2013). U2OS GPR55 beta-arrestin-GFP translocation imaging, LPI antagonism; higher % means a stronger effect. inhibition, % at 10 µM; hits with a dose series show IC50 in µM. 0.13% of 290,000 active;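 active = spots per cell inhibited over 60%, with over 100 cells counted and total cytoplasm intensity under 500,000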;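 also: U2OS cells stably carrying GPR55 and arrestin-GFP stimulated by 5 µM LPI near EC80; imaged beta-arrestin-GFP aggregate spots per cell after agonist stimulation; plate controls were LPI-stimulated DMSO wells for no effect and DMSO wells without LPI for full effect; some results filed as inactive read as strong as hits; confirmed hits need IC50 under 10 µM and bright autofluorescent wells are also inconclusive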
GPR55 beta-arrestin: GPR55 agonists via beta-arrestin recruitment, primary screen, imaging, U2OS cells, beta-arrestin-GFP redistribution (AID 1961) | U2OS GPR55 beta-arrestin-GFP redistribution imaging; higher % means a stronger effect | 0.048% of 290,000 active | activation, % at 10 µM, or EC50 in µM where a hit was titrated;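 active = activation above 40% with more than 50 cells counted in the well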;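 also: U2OS osteosarcoma cells stably expressing GPR55 and beta-arrestin-GFP; plate controls were DMSO negative control for no effect and LPI positive control for full effect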
NS5 inhibitors: Dengue-2 NS5 methyltransferase inhibitors, primary screen, biochemical, confirmation dose response (AID 588689); inhibition, % at 25 µM; hits with a dose series show IC50 in µM; Dengue-2 NS5 methyltransferase capping enzyme assay, biochemical; higher % means a stronger effect; 0.3% of 340,000 active; in the data active = a potency from the dose series
GPR35 antagonists: inhibition of zaprinast-stimulated GPR35 beta-arrestin translocation – imaging, U2OS, beta-arrestin-GFP, zaprinast agonist, primary screen (AID 2058). U2OS GPR35 beta-arrestin-GFP translocation imaging, zaprinast antagonism; higher % means a stronger effect. one-dose inhibition, % at 10 µM; IC50 in µM for titrated hits. 0.052% of 290,000 active;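 active = inhibition of at least 50% with at least 30 cells and total cytoplasm GFP at most 10,000,000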
NTR1 agonist cell count 20 µM: further read-out of NTR1 agonist, marked with its call; cell count; measured here: cell count, cytotoxicity flag
NS5 inhibitors pilot replicate: further read-out of NS5 inhibitors, marked with its call; inhibition, %; measured here: pilot screen replicate inhibition
Starred values were filed as active, the others as inactive; i = inactive; . = no result given; & = joins results of further samples.

SMILES	Yfh1-off respiration	NTR1 agonist	NTR1 agonist cell count 20 µM	SV40 large T antigen	MgcRacGAP inhibition	AID2073	GPR55 LPI antagonism	GPR55 beta-arrestin	NS5 inhibitors	GPR35 antagonists	others
Cc1cc(NC(=O)CSc2ccc(F)cc2)no1	i	1.8	35	11%	5%	10%	6%	-0.4%	-3%	-12%
Cc1ccc(S(=O)(=O)N2CCCCC2)cc1NC(=O)C1CC(=O)N(Cc2ccccc2)C1 (stereo unspecified)	i	3.6	72	7%	7%	-2%	3%	0.2%	-7%	-8%
Cc1ccc(S(=O)(=O)NCc2ccccc2)cc1C(=O)NCC(C)(C)N1CCOCC1	.	-0.3	57	10%	4%	.	.	.	4%	.
O=C1c2ccccc2C(=O)N1Nc1ccc([N+](=O)[O-])cc1[N+](=O)[O-]	.	0.2	46	0%	8%	-4%	-14%	-0.1%	-3%	3%
Cc1ccc(OCC(=O)OC2CCS(=O)(=O)C2)cc1 (stereo unspecified)	i	-1.2	77	6%	1%	2%	2%	-0.2%	-6%	16%
O=C(NCC1CCCO1)c1coc2nc3ccccc3nc12 (stereo unspecified)	i	0.2	38	13%	14%	-11%	16%	0.0%	2%	-1%
O=C(CCc1nc(-c2ccccc2)c(-c2ccccc2)o1)OCc1ccc(Br)cc1	i	0.7	81	-7%	-2%	6%	5%	-0.1%	-2%	11%
CN(Cc1c(C(=O)N(C)Cc2ccccc2)nc2ccccn12)CC1Cc2ccccc2O1 (stereo unspecified)	i	3.1	54	10%	0%	-2%	2%	-0.2%	-3%	-8%
CC(C)CCNC(=O)CCn1c(=S)oc2ccccc21	i	-1.4	93	6%	14%	1%	10%	-0.4%	2%	-5%
CCN1CCN(CCOCCOc2ccccc2)CC1	.	-0.3	53	6%	28%	8%	-5%	-0.1%	.	15%
CCc1nc2nc(C)c(NS(=O)(=O)c3ccc(C4CCCCC4)cc3)c(=O)n2[nH]1	.	-1.3	50	7%	1%	0%	-13%	0.2%	8%	12%
CCN(CC)Cc1c(O)ccc2c(C)c(CC(=O)OC)c(=O)oc12	i	-3.0	96	5%	3%	42%	5%	-0.1%	1%	2%
O=C(CSc1nnc(-c2cccnc2)n1Cc1ccco1)c1ccc(Cl)c(Cl)c1	i	5.0	37	14%	10%	9%	-1%	-0.2%	-7%	4%
COc1cc(C(=O)NCCCCc2ccccc2)cc(OC)c1OC	.	0.0	63	6%	5%	6%	-8%	0.2%	-15%	8%
O=c1oc2c(CN3CCOCC3)c(O)ccc2c2c1CCC2	i	-1.1	76	0%	12%	32%	-16%	0.2%	7%	7%	NS5 inhibitors pilot replicate=-5.8
CC(C)CN(CC(C)C)C1=N/C(=C\c2ccco2)C(=O)N1c1ccccc1	i	2.7	47	8%	-7%	-5%	19%	-0.1%	-18%	10%
COc1cc(C)c(N(C(C)=O)c2ccccc2)c(C)c1	i	-1.3	60	-5%	3%	5%	9%	0.2%	-7%	-2%
Cc1ccc(C)c(NC(=O)CSc2nncn2C)c1	.	0.1	61	9%	7%	8%	3%	0.1%	0%	17%
O=C(c1ccc(Cl)c(Cl)c1)N1CCC(=O)N(C(COCc2ccc(Cl)cc2)Cc2ccccc2)CC1 (stereo unspecified)	i	8.5	87	8%	5%	7%	8%	-0.2%	-9%	1%
O=C(Nc1cn(-c2ccccc2)nc1-c1cccs1)c1ccco1	i	1.3	72	11%	12%	1%	6%	0.0%	-1%	3%
CCC(NS(=O)(=O)c1ccc(C)cc1)C(=O)N1CCN(c2ccccn2)CC1 (stereo unspecified)	i	-2.7	39	14%	11%	-7%	-18%	-0.1%	-4%	-14%
FC(F)Oc1ccc(NC(=S)Nn2cnnc2)cc1	i	2.1	51	9%	16%	15%	3%	-0.3%	-3%	-8%
CC(C(=O)N1CC2(C)CC1CC(C)(C)C2)N1C(=O)c2ccccc2C1=O (stereo unspecified)	i	0.3	35	9%	10%	-6%	15%	-0.2%	3%	-11%
CCOC(=O)C1CCCN(C(=O)c2ccccc2NC(C)=O)C1 (stereo unspecified)	i	-1.6	68	-2%	4%	-2%	7%	0.2%	-6%	-10%
O=S1(=O)C=CC(Sc2nc3ccccc3[nH]2)C1 (stereo unspecified)	i	-1.1	55	8%	7%	-14%	13%	-0.4%	-4%	12%
O=C(CCCc1ccccc1)NCCCc1ccccc1	.	-1.6	66	7%	11%	3%	9%	-0.2%	-1%	-3%
COc1ccc(C(=O)C2CCCN(Cc3cn(C)nc3-c3ccccc3)C2)cc1F (stereo unspecified)	i	1.4	51	6%	11%	-10%	5%	0.9%	-6%	11%
CN(CC(=O)Nc1ccc(Cl)cc1)C(=O)Cn1[nH]c(=O)c2ccccc2c1=O	.	-1.1	52	13%	-3%	.	.	.	1%	.
COc1ccc(-n2c(C)cc(C(=O)Cn3nnc4ccccc4c3=O)c2C)cc1	i	-0.4	62	33%	8%	-8%	-4%	-0.2%	-3%	19%
CC(=O)Nc1ccc(S(=O)(=O)N(Cc2ccco2)Cc2cc3ccccc3[nH]c2=O)cc1	.	0.3	75	6%	9%	1%	0%	0.0%	-4%	0%
COc1ccc(-c2cc(N3CCCC3)n3ncnc3n2)cc1	i	-0.9	30	12%	9%	2%	5%	0.2%	-5%	-7%
COc1cc(C(=O)Sc2ccc(Cl)cc2)cc(OC)c1OC	i	6.4	46	-2%	12%	-26%	6%	-0.1%	.	6%
CCC(C)(C(=O)NC1CCCC1)N(Cc1ccco1)C(=O)c1ccccn1 (stereo unspecified)	i	2.5	81	5%	0%	2%	5%	-0.1%	-2%	4%
CC1=NC(Nc2nc(C)c3ccccc3n2)=NC(C)(C)C1	i	6.8	71	8%	4%	-8%	20%	-0.1%	-28%	-14%	NS5 inhibitors pilot replicate=-4.9
CCOc1nc(C)ccc1-c1noc(-c2ccccn2)n1	i	-1.2	32	28%	4%	-7%	-12%	-0.2%	-5%	-8%
O=C(NC(=O)c1c(Cl)cccc1Cl)Nc1ccc(Oc2cccnc2)nc1	i	0.0	38	7%	.	4%	2%	0.4%	.	-7%
NC(=O)C1CCN(C(c2ccccc2)c2nnnn2C2CCCC2)CC1 (stereo unspecified)	i	0.2	89	8%	4%	1%	-7%	0.0%	1%	-13%
Cc1[nH]nc2c1C(c1ccccc1)C1=C(CC(C)(C)CC1=O)N2 (stereo unspecified)	i	1.4	64	13%	6%	i	40%	-0.1%	-2%	10%
O=C(Nc1ccccc1-c1nc2ccccc2[nH]1)c1ccc(N2C(=O)CCC2=O)cc1	i	20	70	9%	6%	41%	7%	-0.1%	-35%	-12%
CCc1ccccc1NC(=O)Nc1ccc(F)cc1	i	-1.1	93	7%	12%	9%	10%	0.5%	-12%	-3%
Cc1c(Cl)ccc2c(C(N)=O)cc(-c3ccccn3)nc12	i	3.4	52	7%	9%	34%	4%	-1.2%	-1%	-21%
CCCCCCCCCCC(=O)NNC(=O)c1c(O)c2ccccc2n(CC)c1=O	i	8.2	41	5%	.	15%	7%	0.3%	.	-11%
CC(NC(=O)c1cc2ccccc2oc1=O)c1ccccc1 (stereo unspecified)	.	1.0	52	5%	13%	13%	9%	0.4%	-10%	-14%
CCn1cc(C(=O)NC2CC3CCC2C3)c(=O)c2ccc(C)nc21 (stereo unspecified)	.	.	.	.	.	9%	11%	-0.2%	.	16%
COc1ccc(CN(C)C(=O)c2cccc(NS(=O)(=O)c3ccccc3)c2)c(OC)c1	.	0.2	53	26%	7%	-2%	3%	-0.2%	0%	-14%
O=C(CSC1=NCCS1)N1CCN(c2ccccc2)CC1	i	-0.6	54	-2%	8%	6%	3%	-0.2%	-10%	-14%
Cc1c(C(=O)N2CCN(c3ccc(F)cc3)CC2)oc2c1C(=O)CCC2	.	-1.2	64	10%	7%	6%	13%	0.2%	2%	12%
CCCCCC(=O)Nc1nc(C)c(-c2csc(Nc3cc(Cl)ccc3OC)n2)s1	i	13	73	21%	-1%	36%	24%	-0.1%	-5%	18%
CCC1(c2ccccc2)C(=O)NCNC1=O	i	-0.6	60	17%&17%	8%	-2%	4%	-0.2%	2%	-16%
CN(CC1CCOCC1)C(=O)CC1C(=O)NCCN1Cc1ccccc1F (stereo unspecified)	.	0.4	56	22%	5%	6%	7%	-0.1%	-2%	-3%
CCCOc1ccc(C(=O)NC(=S)N2CCN(c3cc4c(cc3F)c(=O)c(C(=O)O)cn4CC)CC2)cc1	.	-0.8	51	7%	5%	2%	4%	0.4%	-3%	-7%
O=C(COc1ccccc1F)Nc1cc(S(=O)(=O)N2CCOCC2)ccc1N1CCOCC1	i	1.3	63	8%	-3%	5%	0%	1.6%	0%	-15%
COc1ccc(CCNC(=O)CCCn2c(SCC(N)=O)nc3cc4c(cc3c2=O)OCO4)cc1OC	i	0.8	68	3%	.	-12%	8%	0.1%	.	1%
CC(C)[C@H](NC(=O)Nc1ccc(S(N)(=O)=O)cc1)C(=O)O	i	-0.2	88	0%	5%	0%	3%	0.1%	0%	1%
COc1ccccc1NC(=O)C12CC3CC(C1)CC(c1ccc(C)cc1)(C3)C2	i	6.8	61	18%	-1%	-3%	18%	0.6%	-14%	18%
CCOC(=O)c1cnc(-n2nc(C)cc2C)nc1NCCO	i	0.0	93	26%	0%	9%	9%	-0.1%	3%	11%	NS5 inhibitors pilot replicate=-1.8
CC(C)(C)OC(=O)N1Cc2ccccc2C[C@H]1C(=O)NCC(=O)Nc1ccc2c(c1)OCCO2	.	-0.7	65	.	-4%	-4%	1%	-0.1%	3%	3%
CN1C(=O)S/C(=C/c2cccnc2)C1=O	i	2.0	81	2%	3%	17%	22%	0.6%	-7%	13%

Retrieved by structure from above (4):
SMILES	Yfh1-off respiration	NTR1 agonist	NTR1 agonist cell count 20 µM	SV40 large T antigen	MgcRacGAP inhibition	AID2073	GPR55 LPI antagonism	GPR55 beta-arrestin	NS5 inhibitors	GPR35 antagonists	others
COc1ccc(CCNC(=O)CCCn2c(SCC(N)=O)nc3cc4c(cc3c2=O)OCO4)cc1OC	i	0.8	68	3%	.	-12%	8%	0.1%	.	1%
CCCCCC(=O)Nc1nc(C)c(-c2csc(Nc3cc(Cl)ccc3OC)n2)s1	i	13	73	21%	-1%	36%	24%	-0.1%	-5%	18%
CC(C)[C@H](NC(=O)Nc1ccc(S(N)(=O)=O)cc1)C(=O)O	i	-0.2	88	0%	5%	0%	3%	0.1%	0%	1%
O=C(COc1ccccc1F)Nc1cc(S(=O)(=O)N2CCOCC2)ccc1N1CCOCC1	i	1.3	63	8%	-3%	5%	0%	1.6%	0%	-15%
